Bioassay records deposited in PubChem by several laboratories.
M1AAP inhibition = P. falciparum M1AAP inhibitors, biochemical, fluorogenic H-Leu-NHMec substrate, 1536-well (AID 1445); Aminopeptidase N (Plasmodium falciparum (isolate 3D7)); recombinant M1AAP, H-Leu-NHMec fluorogenic kinetic assay; higher % means a stronger effect; 220,000 tested, 0.42% active; inhibition, % at 30 µM, or IC50 in µM where a hit was titrated;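 active = primary inhibition above the hit cutoff, then over 50% inhibition at one or more dose response concentrations, cut at about 23% in these data, passing the limit was not always enough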;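 also: plate controls were DMSO full reaction for no effect and no enzyme background for full effect; strong numbers were not always called active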
Dynein cargo inh = inhibitors of GR-EGFP nuclear translocation, primary screen, dynein cargo transport inhibitor project, imaging, high-content, 3617.4 mouse cells; AID 1381, 2008; z-score, hits read low; test concentration mostly 20 µM; stimulated with dexamethasone, 1 µM; active compounds read low; 220,000 tested, 0.47% active;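 active = plate z-score of nuclear minus cytoplasmic receptor signal below a set negative limit, without overly bright fluorescence or cell loss, cut at about -3.5 in these data, passing the limit was not always enough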;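 also: z-score of nuclear minus cytoplasmic ring GR-EGFP intensity difference per well; some compounds called inactive have numbers as strong as hits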
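Also added – dexamethasone, 1.0 µM final · Buffer or medium – tet-free, stripped-serum medium · Schedule – induction 48 h, compound 1 h, agonist 30 min · Detection – formaldehyde fixation, Hoechst nuclear stain, 10x automated fluorescence imaging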
P. falciparum M17LAP = P. falciparum M17LAP inhibitors, primary screen, biochemical, fluorogenic H-Leu-NHMec substrate, 1536-well (AID 1619) | Leucine aminopeptidase (Plasmodium falciparum (isolate 3D7)) | recombinant M17LAP, H-Leu-NHMec fluorogenic kinetic assay; higher % means a stronger effect | one-dose inhibition, % at 30 µM; IC50 in µM for titrated hits | 220,000 tested, 0.38% active;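 active = compound inhibiting the enzyme by more than half at any dose during confirmatory dose-response retesting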;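 also: plate controls were full reaction with DMSO carrier for no effect and no enzyme background for full effect; strong numbers were not always called active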
WT yeast gro inh = growth inhibition of WT strain, primary screen, mitochondrial fusion inhibitor project, WT and mutant strains, chemical genetic | mitochondrial fusion phenotypic screen | 190,000 tested, 2.1% active | inhibition, % at 10 µM; in the data active = inhibition above about 58%; tested in S. cerevisiae
Yfh1-off respiration = enhancers of respiration in Yfh1-depleted yeast, dose response, Friedreich's ataxia, plus single-dose screen (AID 1465); S. cerevisiae Yfh1-off respiration, WST-1 reduction, 72 h; higher fold induction means a stronger effect; one-dose fold induction at 50 µM; EC50 in µM for titrated hits; 220,000 tested, 0.074% active;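 active = fold induction of absorbance versus untreated yeast above a set limit, then at least 30% activation at any dose in follow-up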;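 also: activators that raise dye reduction in frataxin-depleted yeast; strong numbers were not always called active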
bCat nuc transl = modulators of beta-catenin nuclear translocation, primary screen, imaging, HeLa cells, immunofluorescence, high-content. nuclear translocation activity, % at 5 µM. 190,000 tested, 0.3% active;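 active = nuclear translocation activity above 50% at 5 µM, with a well cell count of 50 or more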;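 also: per-cell ratio of nuclear to cytoplasmic median beta-catenin stain intensity; plate controls were DMSO negative control for no effect and GSK-3 inhibitor IX positive control for full effect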
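System: HeLa cells, endogenous beta-catenin; compound dosing: 5 µM primary single dose, 0.1% DMSO, 0.02–20 µM confirmation series; incubation: 24 h compound exposure at 37°C, 5% CO2; signal: beta-catenin immunofluorescence imaging with DAPI; evaluation: % activation, nuclear-to-cytoplasmic median beta-catenin signal ratio per cell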
Autophagy mod = autophagy modulators in MEF cells, primary screen, imaging, high-content, MEF GFP-LC3; MEF GFP-LC3 puncta imaging; test concentration mostly 10 µM; calls only at 10 µM (by protocol); 190,000 tested, 0.98% active; AID 463193, 2010;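 active = percentage of spot-positive cells more than 3 SD above its plate mean, without a fluorescence outlier flag or 80% toxicity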;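 also: spot-positive cell cutoff set from DMSO-treated cells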
T cell HTS = modulators of CD8 T cell-vesicle binding, primary screen, mouse 2C CD8+ T cells, flow cytometry. 2C CD8+ T cell-vesicle binding; active compounds read low. calls only at 7 µM. 330,000 tested, 0.068% active. AID 2052, 2009;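 active = response, share of CD8 T cells binding vesicles, and their 90th percentile fluorescence all below set limits, cut at about 80% in these data, passing the limit was not always enough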
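material = purified 2C TCR transgenic mouse naive CD8+ T cells | controls = Unloaded micro-vesicles (low), QL9 vesicles with 0.7% DMSO (high) | detection = cytometric PE anti-B7-1 and Alexa647 anti-CD8 signals after 1% paraformaldehyde fixation | incubation = binding step 1.5 h, 37 °C, antibody labelling 20 min, ice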
MT stabilizer = microtubule stabilizers in HeLa cells, primary screen, imaging, high-content imaging; HeLa tubulin immunostaining HCS, 24 h; share of cells brighter than vehicle mean+2SD; % tubulin-high responders, % at 10 µM; 200,000 tested, 0.83% active;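 active = plate Z-score above 3 for both tubulin-high and condensed-nucleus cell shares, with cell loss under 80%, at 10 µM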;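 also: anti alpha tubulin signal scored within the nucleus-defined area of each cell; some results filed as inactive read as strong as hits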
WT yeast gro inh mutant strain = also measured in WT yeast gro inh; calls as there; inhibition, %; mitochondrial fusion phenotypic screen, mutant strain inhibition
Dynein cargo inh cytoplasmic EGFP = second read-out of Dynein cargo inh, no call of its own (marks repeat the call); z-score; measured here: cytoplasmic GR-EGFP intensity; active compounds read high
Dynein cargo inh nuclear GR-EGFP = also measured in Dynein cargo inh; calls as there; z-score; measured here: nuclear GR-EGFP intensity;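 lower value marks the stronger effect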
Dynein cargo inh cell count = recorded beside Dynein cargo inh, whose call it bears; z-score; measured here: cell count per field
bCat nuc transl cell count 5 µM = second read-out of bCat nuc transl, no call of its own (marks repeat the call); cell count; measured here: cell count, cytotoxicity flag
T cell HTS vesicle-bound % = second read-out of T cell HTS, no call of its own (marks repeat the call); double positive events, %; measured here: CD8+ vesicle-bound cell fraction;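 binding gate set so that unloaded-vesicle control wells show 10% double positive cells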
MT stabilizer Hoechst-high % = also measured in MT stabilizer; calls as there; % Hoechst-high responders; measured here: nuclear condensation Hoechst responders;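 share of cells brighter than vehicle mean plus two SD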
MT stabilizer cytotoxicity % = second read-out of MT stabilizer, no call of its own (marks repeat the call); toxicity, %; measured here: cytotoxicity by cell density;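 0% = mean cell density of plate MIN control wells and 100% = no cells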
Autophagy mod cell loss 18 h = also measured in Autophagy mod; calls as there; toxicity, %; measured here: cell loss, nuclei count;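 cell loss after 18 h compound exposure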
An asterisk follows results filed as active; i = inactive; . = not tested or not shown.

SMILES	M1AAP inhibition	Dynein cargo inh	Dynein cargo inh cytoplasmic EGFP	Dynein cargo inh nuclear GR-EGFP	Dynein cargo inh cell count	P. falciparum M17LAP	WT yeast gro inh	WT yeast gro inh mutant strain	Yfh1-off respiration	bCat nuc transl	bCat nuc transl cell count 5 µM	Autophagy mod	Autophagy mod cell loss 18 h	T cell HTS	T cell HTS vesicle-bound %	MT stabilizer	MT stabilizer Hoechst-high %	MT stabilizer cytotoxicity %
COc1ccc(NC(=S)NCCCN2CCCC2=O)c(OC)c1	-5.5%	-0.203	-0.0448	0.207	-0.0489	-4.9%	-7.7	6.1	i	-0.1	1476	i	9.8	i	38.1	4.9	3.2	3.9
CCOC(=O)c1c(C)[nH]c(C(=O)/C(C#N)=C/c2ccc(OCC)cc2)c1C	15.6%	0.912	-0.161	0.561	-0.575	0.7%	3.8	-12.4	i	0.1	144	i	-3.0	i	49.0	11.0	2.8	0.2
Cc1cccc(NC(=O)CCN2CCOCC2)c1	3.5%	2.12	0.113	1.72	-1.19	4.8%	1.3	-10.7	i	-4.3	1084	i	14.6	i	20.6	4.2	3.8	8.1
N#Cc1c(-c2ccc(F)cc2)cc(-c2ccccc2)nc1SCC(=O)NCC(=O)O	10.7%	1.6	-0.227	0.71	-0.553	9.2%	.	.	i	-3.0	1136	.	.	i	24.2	.	.	.
COc1ccc(-c2csc(NC(=O)c3cc(C)on3)c2C#N)cc1OC	4.3%	-0.719	-0.225	0.0692	-1.12	1.8%	11.0	9.4	i	0.4	1069	i	-2.2	i	25.1	3.2	1.9	1.2
Clc1ccc(OCc2nnc(SCCN3CCCCC3)n2Cc2ccco2)cc1	2.7%	1.44	0.969	1.81	-1.35	10.5%	15.6	14.9	i	2.5	1065	i	-54.0	i	11.1	2.4	2.1	9.9
N#Cc1ccc(CSc2nnc(NC(=O)CN3C(=O)C4CC=CCC4C3=O)s2)cc1 (stereo unspecified)	-0.7%	0.31	-0.199	0.323	-0.505	16.4%	-8.8	3.9	i	.	.	i	-5.3	i	27.3	2.2	2.5	7.4
Cc1ccc(/C(N)=N/OC(=O)c2cccs2)cc1	4.8%	0.054	-0.247	0.0284	0.692	13.3%	13.2	11.4	i	0.5	1083	i	9.2	i	43.8	5.2	1.3	0.6
COc1cc(NC(=O)C/C(C)=N/NC(=O)c2cccc(O)c2)c(OC)cc1Cl	1.4%	0.914	-0.246	0.152	-0.816	10.4%	5.2	5.8	i	4.9	534	i	10.9	i	17.5	4.7	3.1	4.7
COCCn1c(SCCCC(=O)c2ccc(Br)cc2)nnc1-c1ccncc1	2.8%	1.21	-0.313	0.665	-0.407	11.1%	14.7	27.6	.	.	.	i	28.8	i	54.4	1.8	0.9	8.9
Cc1ccc(C(=O)CC(C(=O)O)c2cn(CCC#N)c3ccccc23)cc1 (stereo unspecified)	9.9%	-0.174	-0.0802	0.205	-0.401	11.1%	2.4	7.2	i	.	.	i	8.8	i	39.9	6.6	3.1	6.9
Cc1cc(=O)oc(C)c1C(=O)NCC(C)C	-6.3%	0.244	-0.0565	0.69	-1.8	0.2%	-2.1	-21.6	i	-5.8	950	i	21.8	i	25.0	5.2	2.4	11.4
CN(c1cccc(NS(=O)(=O)c2ccccc2)c1)S(C)(=O)=O	3.7%	-0.89	-0.357	-0.415	0.883	-3.9%	-4.0	4.7	i	-1.8	1098	i	0.2	i	9.5	2.2	2.3	9.2
Cc1ccc(-c2csc(SCC(=O)Nc3cc(C)on3)n2)cc1	5.4%	0.962	-0.0192	0.707	0.746	0.3%	-1.7	4.0	i	-0.8	521	i	-3.9	i	19.6	2.3	0.9	2.3
Cc1ccc(/C=N/c2sc3c(c2C#N)CCC3)s1	6.4%	-0.00569	-0.0983	0.0246	0.902	5.7%	19.1	10.1	i	0.3	1137	i	5.2	i	8.2	1.9	5.4	4.7
O=C(CSc1ccc2ccccc2c1Br)Nc1cccc(S(=O)(=O)NC2=NCCCCC2)c1	2.7%	-0.858	-0.0985	-0.194	0.791	-7.7%	3.8	6.0	i	-0.2	1005	i	6.9	i	43.9	1.7	2.7	1.3
CC(=O)c1cccc(N2C(=O)C3C4CCC(C4=C(C)C)C3C2=O)c1 (stereo unspecified)	4.8%	-0.396	-0.304	-0.45	0.262	5.4%	-9.2	11.7	i	-2.2	598	i	-3.3	i	34.2	2.4	3.8	7.0
CCc1cccc(C)c1NC(=S)N(CCOC)C(C)c1ccco1 (stereo unspecified)	1.2%	0.407	-0.229	1.2	-1.09	0.3%	.	.	i	1.0	1359	.	.	i	50.9	.	.	.
CN(C)c1ccc2nsnc2c1[N+](=O)[O-]	4.7%	-0.428	0.0328	-0.24	0.156	15.7%	.	.	i	-1.5	1135	.	.	i	36.7	.	.	.
CN(C)CCCNC(=S)NCc1ccc(Cl)cc1	-0.6%	-0.42	-0.219	0.0845	0.773	-3.2%	-0.5	2.9	i	.	.	i	27.7	i	2.0	5.3	2.4	10.0
O=c1c2ccccc2sn1-c1ccc(S(=O)(=O)N2CCCC2)cc1	-0.2%	-1.29	-0.0982	-0.475	1.27	0.8%	-3.5	-1.7	i	-2.1	1384	i	18.9	i	27.4	4.6	1.8	4.1
Fc1ccc(COc2cccc(CNCc3ccncc3)c2)cc1	4.8%	-0.313	-0.38	-0.168	0.476	7.2%	9.3	14.8	i	1.6	1373	i	7.4	i	19.3	3.1	1.6	10.3
Cc1ccc(NC(=O)c2sc(N)nc2-c2ccc([N+](=O)[O-])cc2)cc1C	-0.8%	1.23	-0.264	0.536	-0.544	0.4%	.	.	i	-0.8	1145	.	.	i	41.8	.	.	.
Cc1cccc2cc(CN(Cc3ccc(F)cc3)Cc3nnnn3C3CCCC3)c(=O)[nH]c12	8.5%	-0.135	-0.262	0.283	-0.294	9.0%	0.6	-3.1	i	-3.1	1416	i	12.8	i	12.8	3.6	1.7	13.0
COc1ccccc1CNC(=O)C1CCN(C(=O)N(C)C)CC1	2.9%	0.849	-0.255	0.682	0.913	8.4%	7.9	10.8	i	.	.	i	-2.9	.	.	3.2	1.6	5.7
COc1ccccc1NC(=O)Cc1coc2cc(C)ccc12	7.6%	-0.285	-0.241	0.223	-0.731	4.1%	0.0	4.0	i	.	.	i	-3.8	i	27.1	1.9	2.8	6.7
CCCOc1ccc(C(=O)Nn2c(C)nc3ccccc3c2=O)cc1	3.8%	-0.00489	-0.203	0.293	0.0728	9.6%	-15.6	-4.6	i	-2.0	959	i	-16.6	i	45.5	5.9	2.9	6.4
C/C(=N/NS(=O)(=O)c1ccc(C)cc1)c1ccc(NC(=O)C(F)(F)F)cc1	2.9%	-0.851	-0.289	-0.73	0.446	23.3%	6.3	-13.0	i	-0.6	940	i	1.1	i	26.2	3.5	3.1	6.2
O=C(CN1C(=O)C(=O)N(C2CCCC2)C1=O)Nc1ccc(N2CCOCC2)cc1	2.4%	-0.17	-0.304	-0.345	0.516	-7.1%	-7.2	9.3	i	-1.1	1132	i	-0.9	i	59.6	1.2	1.3	3.7
CCn1ncc(C2=NOC(C(=O)Nc3ccccc3C(=O)OC)C2)c1C (stereo unspecified)	5.1%	-1.06	-0.194	-0.0847	0.791	0.3%	16.6	17.8	i	1.2	1125	i	-17.8	i	18.4	1.0	2.1	5.2
O=C(NC1=C(Nc2ccc(Cl)cc2)C(=O)c2ccccc2C1=O)c1ccccc1	3.8%	-0.183	-0.24	-0.235	0.0722	-1.1%	79.3*	61.1*	i	-0.9	960	i	4.4	i	38.7	1.7	4.1	1.7
Cc1ccc(-n2[nH]c(C)c(/C=N/NC(=O)c3cccc([N+](=O)[O-])c3)c2=O)cc1C	1.9%	-0.807	0.0619	-0.0531	-0.298	2.6%	18.2	16.6	i	-1.5	1081	i	1.4	i	65.4	13.6	4.5	11.6
O=C1CCN(CCc2ccccc2)CCN1[C@H](CSc1ccc(Br)cc1)Cc1ccccc1	7.9%	0.453	-0.766	0.231	-0.498	5.0%	.	.	i	-1.4	1161	.	.	.	.	.	.	.

Single values from the list:
Reading for C/C(=N/NS(=O)(=O)c1ccc(C)cc1)c1ccc(NC(=O)C(F)(F)F)cc1 under MT stabilizer Hoechst-high %: 3.1
Reading for O=c1c2ccccc2sn1-c1ccc(S(=O)(=O)N2CCCC2)cc1 under Dynein cargo inh cell count: 1.27
